Compound activity: PubChem BioAssay, National Center for Advancing Translational Sciences (NCATS)
TRHR agonist – agonists of human TRH receptor | TRHR cells, calcium flux fluo-8, FDSS agonist mode | activation, % at 2 µM | actives 0.18% (n = 360,000) | AID 493084; also: 0% is about no effect
Target sequence (P34981 whole entry, looked up): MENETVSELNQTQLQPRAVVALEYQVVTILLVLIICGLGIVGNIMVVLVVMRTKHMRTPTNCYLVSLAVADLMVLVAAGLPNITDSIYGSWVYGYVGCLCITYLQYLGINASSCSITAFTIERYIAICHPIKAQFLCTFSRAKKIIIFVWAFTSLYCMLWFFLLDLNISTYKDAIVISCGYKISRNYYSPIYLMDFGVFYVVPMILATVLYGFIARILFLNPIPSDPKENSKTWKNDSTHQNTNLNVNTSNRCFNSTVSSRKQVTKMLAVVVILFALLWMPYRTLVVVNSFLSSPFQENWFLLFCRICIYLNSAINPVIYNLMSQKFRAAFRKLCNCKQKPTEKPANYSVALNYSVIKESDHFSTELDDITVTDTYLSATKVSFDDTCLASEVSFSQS
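Fluo-8-loaded TRHR cells; 10 s baseline, compound added, kinetic Ca2+ fluorescence read 1/s, agonist mode.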
D2 potentiator – D2 dopamine receptor (human) potentiation | P14416 | HEK293 T-REx D2, calcium flux, EC20 dopamine potentiation | potentiation, % at 10 µM | actives 0.34% (n = 340,000) | AID 485347;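 active = potentiation over 3 SD above the plate norm, cut at about 30% in these data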; also: 0% is about no effect
Target sequence (P14416 whole entry, looked up): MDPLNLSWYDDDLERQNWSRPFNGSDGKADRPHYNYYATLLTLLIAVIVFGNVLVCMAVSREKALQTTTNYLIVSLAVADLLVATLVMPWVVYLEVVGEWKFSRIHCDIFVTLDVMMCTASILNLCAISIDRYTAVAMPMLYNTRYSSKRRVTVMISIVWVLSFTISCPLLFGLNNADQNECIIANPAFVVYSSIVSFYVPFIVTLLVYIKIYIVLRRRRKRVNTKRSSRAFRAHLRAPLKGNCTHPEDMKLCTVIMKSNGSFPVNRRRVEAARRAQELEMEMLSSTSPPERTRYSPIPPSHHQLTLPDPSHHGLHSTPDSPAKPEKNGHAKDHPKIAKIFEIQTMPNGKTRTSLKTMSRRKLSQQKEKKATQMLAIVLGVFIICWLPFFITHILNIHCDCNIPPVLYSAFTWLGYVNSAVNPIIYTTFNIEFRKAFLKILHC
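Tetracycline-induced Hek293 Trex D2 cells, force-coupled to calcium, loaded with no-wash calcium dye. Compound added with 180 s kinetic read for agonism, then EC20 dopamine and a further 180 s read for potentiation.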
TRHR PAM – allosteric enhancers of human TRH receptor. P34981. TRHR cells, fluo-8 calcium fluorescence, EC20 TRH enhancement. enhancement, % at 2 µM. actives 0.66% (n = 360,000); in the data active = enhancement above about 30%; also: 0% is about no effect
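Enhancer read-out: after compound pinning and an initial kinetic agonist-mode read, an EC20 of TRH (10 nM final) was injected and fluo-8 calcium signal (Ex 480/Em 530) followed at 1 s/cycle for 100 cycles in TRHR-expressing cells.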
D1 antag – antagonists of human D1 dopamine receptor. P21728. HEK293 TREx D1 cells, calcium flux, dopamine EC80; stronger effect = lower value. activity change, negative = inhibition, % at 10 µM. actives 3.2% (n = 360,000); in the data active = activity change below about -30%; also: % is scaled to controls: 0 for no effect and ±100 for the full control effect
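Compound effects on dopamine-evoked calcium signalling were measured in tetracycline-induced HEK293 Trex D1 cells. Dopamine at EC80 followed a 180 s compound pre-read, and fluorescence was tracked kinetically for 180 s more.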
D1 ag – activates the human D1 dopamine receptor | actives 1% (n = 360,000) | HEK293 T-REx D1 cells, calcium flux, agonist mode | P21728 | activation, % at 2 µM; also: 0% is about no effect
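Agonism was scored from calcium flux recorded over 180 s (1 read/s) after pintool compound addition, following a 10-cycle baseline. Cells were inducible force-coupled HEK293 TREx D1, plated overnight at 30 C and loaded with no-wash calcium dye.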
D2 agonist – activates the human D2 dopamine receptor | P14416 | actives 0.53% (n = 340,000) | AID 485358 | activation, % at 2 µM | HEK293 T-REx D2 cells, calcium flux agonist mode;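 active = activation over 3 SD above normal in the single-dose calcium agonist read, cut at about 30% in these data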; also: 0% is about no effect
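Calcium-flux readout, 1 cycle/sec over 180 s following compound pin transfer, in inducible HEK293 Trex D2 cells (force-coupled); dopamine controls included. Positive calcium responses during this window marked compounds as potential agonists.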
D1 PAM – enhances dopamine response at the human D1 receptor; AID 504651; actives 0.036% (n = 360,000); P21728; HEK293 TREx D1 cells, calcium flux, dopamine EC20 potentiation; potentiation, % at 10 µM; in the data active = potentiation above about 30%; also: 0% is about no effect
RXFP1 antag – antagonists of human relaxin receptor RXFP1; activity change, negative = inhibition, % at 57.5 µM; actives 0.59% (n = 350,000); HEK293-RXFP1, relaxin-stimulated cAMP HTRF, 30 min; stronger effect = lower value;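 active = activity change of -60% or lower, but not beyond a set lower limit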; also: % is scaled to controls: 0 for no effect and ±100 for the full control effect
D2 antag – antagonizes the human D2 dopamine receptor; inhibition, % at 10 µM; HEK293 TREx D2 cells, calcium flux, dopamine EC80; actives 2% (n = 340,000); in the data active = inhibition above about 30%; also: 0% is about no effect
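Read-out: kinetic calcium fluorescence (1 cycle/s) in inducible HEK293 T-REx D2 cells after an EC80 dopamine addition that followed 180 s compound preincubation. Loss of the dopamine response indicates antagonism.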
* hit, by the source's call; . = not tested or not shown; & = joins results of further samples. Rule as the data show it, unless noted: active = activation above about 30%; inactive = the rest.

compound | TRHR agonist | D2 potentiator | TRHR PAM | D1 antag | D1 ag | D2 agonist | D1 PAM | RXFP1 antag | D2 antag
CS(=O)(=O)N(Cc1ccccc1)c1ccccc1C(=O)Nc1ccccc1C(=O)NCc1ccco1 | 0.2 | 9 | -8 | -20 | 7 | -0.3 | -4 | 2 | 0
CC1CCCCN1CCNC(=O)CCc1nnc2n(Cc3ccccc3)c(=O)c3ccccc3n12 (stereo not drawn) | 1.4 | 11 | 8 | -5 | 3 | -0.3 | -12 | 2 | -12
Cc1ccc(C2c3[nH]c4ccccc4c3C[C@H]3C(=O)N(c4ccccc4C(=O)N4CCC[C@@H]4C(=O)O)C(=O)N23)cc1 (stereo partly drawn) | -1.1 | -7 | -12 | 8 | 3 | -0.6 | -4 | . | -3
CC(C)c1onc(C(=O)N2CCN(c3ccc(F)cc3)CC2)c1[N+](=O)[O-] | 0.0 | 0 | 0 | 31 | 2 | 0.6 | 1 | -6 | 5
COc1ccc(OC)c(N2C(=O)c3cccnc3C2=O)c1 | 0.3 | -2 | 14 | -6 | 1 | 0.6 | -3 | -8 | 14
CC1(C)Cc2ccccc2C(Nn2cnnc2)=N1 | 0.4 | 3 | -2 | 16 | 1 | 0.5 | -10 | -7 | -11
O=C(N/N=C/c1ccccn1)c1cccnc1 | 0.7 | 5 | 2 | -5 | 4 | 0.4 | 6 | -6 | -21
O=C(O)CCC(=O)Nc1ccc(S(=O)(=O)c2ccc(NC(=O)CCC(=O)O)cc2)cc1 | -0.1 | -5 | 0 | -12 | -1 | 1.3 | -6 | 7 | 19
CC(=O)N1CCc2cc(Br)cc(S(=O)(=O)CCC(=O)N3CCN(c4ccccn4)CC3)c21 | 0.2 | . | 1 | -11 | 0 | -0.5 | -1 | -11 | 17
N#Cc1ccccc1OCCn1cncn1 | 0.0 | 14 | 1 | 19 | 4 | 1.8 | -1 | 18 | 1
CC(=O)CCc1oc2ccc([N+](=O)[O-])cc2c1-c1ccc(C)o1 | -1.2 | 4 | 0 | -10 | 5 | -1.0 | -3 | -37 | -21
COc1ccc(-n2c(CCC(=O)O)ccc2-c2ccccc2)c(OC)c1 | 1.5 | 6 | -5 | -16 | 1 | 1.1 | -5 | -8 | .
COc1cc(OC)c(NC(=O)c2cnn(-c3cccc(Cl)c3C)c2C2CCN(C(=O)OC(C)(C)C)CC2)cc1Cl | 1.3 | 1 | -15 | -15 | 1 | 0.1 | -6 | 2 | .
CCOC(=O)Cn1nc(-c2ccc(F)cc2)cc(Cc2ccccc2)c1=O | 1.1 | -8 | -1 | -19 | 7 | 1.0 | -7 | -14 | 1
CCOc1ccc2nc(NS(=O)(=O)c3ccc4c(c3)n(C)c(=O)n4C)sc2c1 | -0.1 | -4 | -3 | 7 | 2 | -0.2 | 8 | 1 | 4
CCC(=O)NCCCNc1nc2c(C)cccc2cc1C#N | -0.3 | -6 | -16 | 2 | 1 | 1.7 | 9 | -4 | -2
O=C(O)CSc1ncccn1 | 0.2 | 0 | 3 | -6 | -3 | 0.6 | -1 | -7 | 2
Cc1onc(-c2c(Cl)cccc2Cl)c1COC(=O)c1ccc(Cl)cc1 | 0.9 | 8 | -7 | 15 | 15 | 0.5 | -4 | 8 | -2
Cc1nnc(NC(=O)c2ccc(-c3cccc(C(F)(F)F)c3)o2)s1 | 0.3 | 2 | 7 | 14 | 4 | 0.8 | -1 | 10 | -27
O=C(N/N=C\c1cccc(F)c1)c1ccc(Cn2cc(Br)c([N+](=O)[O-])n2)o1 | -0.1 | -1 | -7 | -12 | 1 | -0.2 | -4 | 8 | 1
CCCc1cc(-c2n[nH]c(=S)n2CC(C)C)cs1 | -0.4 | -2 | 1 | 2 | 1 | -1.5 | -8 | -7 | -1
OC1OC[C@@H](O)[C@H](O)[C@H]1O (stereo partly drawn) | 0.3 | -7 | 3 | -3 | -2 | -0.5 | 1 | . | -11
O=C(C1=C(O)C(=O)N(CCN2CCOCC2)C1c1ccco1)c1cc2ccccc2o1 (stereo not drawn) | -0.1 | -2 | 10 | 1 | 7 | 0.5 | -4 | 4 | 13
OCc1nc2ccccc2n1Cc1c(F)cccc1Cl | 0.1&-0.6 | 0 | -9&14 | 9&0 | 4&3 | -0.6&-0.1 | 6&2 | -1&2 | -5

Retrieved one by one from the list above (3):
compound | TRHR agonist | D2 potentiator | TRHR PAM | D1 antag | D1 ag | D2 agonist | D1 PAM | RXFP1 antag | D2 antag
COc1cc(OC)c(NC(=O)c2cnn(-c3cccc(Cl)c3C)c2C2CCN(C(=O)OC(C)(C)C)CC2)cc1Cl | 1.3 | 1 | -15 | -15 | 1 | 0.1 | -6 | 2 | .
CCOc1ccc2nc(NS(=O)(=O)c3ccc4c(c3)n(C)c(=O)n4C)sc2c1 | -0.1 | -4 | -3 | 7 | 2 | -0.2 | 8 | 1 | 4
OC1OC[C@@H](O)[C@H](O)[C@H]1O (stereo partly drawn) | 0.3 | -7 | 3 | -3 | -2 | -0.5 | 1 | . | -11

Going on with the list:
compound | TRHR agonist | D2 potentiator | TRHR PAM | D1 antag | D1 ag | D2 agonist | D1 PAM | RXFP1 antag | D2 antag
O=C1NC(=S)N/C1=C/c1cc([N+](=O)[O-])ccc1N1CCOCC1 | -1.3 | 6 | -9 | 18 | 1 | -1.2 | 0 | -13 | -10
CCN(CC)S(=O)(=O)c1ccc2c(c1)nc(CN(C)C(=O)Nc1ccc(C)c(F)c1)n2C | -1.1 | -14 | -26 | -68* | 1 | 0.0 | -1 | . | .
Cc1ccc2nc(-c3ccccc3NC(=O)CCC(=O)O)c(=O)[nH]c2c1 | 0.9 | 0 | 0 | -2 | 1 | -0.8 | 1 | -2 | -7
Cn1nccc1NC(=O)Nc1cccc(Br)c1 | 0.3 | -9 | -10 | -16 | 7 | -0.1 | -9 | 3 | -13
CCOc1ccc(NCc2cccn2-c2nnc(N3CCC(C(=O)NC(C)c4ccccc4)CC3)s2)cc1 (stereo not drawn) | 0.0 | . | 3 | -16 | -1 | 0.0 | -3 | -1 | .
FC(F)(F)c1nc2ccccc2nc1N/N=C\c1ccccc1 | -0.1 | 2 | 4 | 8 | 7 | 0.4 | -1 | -8 | 1
Cc1ccc(Cl)cc1-n1ncc2c(NCCc3ccccc3)ncnc21 | -0.9 | -13 | -3 | -2 | -3 | 1.0 | -1 | -28 | .
CCc1ccccc1NC(=O)Nn1cnnc1 | 0.1 | -8 | 4 | -2 | 13 | -0.5 | -3 | 4 | 9
CCOc1ccccc1N(C)C(=O)Cn1cnc2onc(-c3ccc(F)cc3)c2c1=O | 0.6 | 0 | -7 | -31* | 3 | -1.0 | 2 | . | .
CCCSc1ncc(Cl)c(C(=O)Nc2c(C(=O)c3ccc(C)cc3)oc3ccccc23)n1 | 0.4 | 2 | 1 | 4 | 0 | 0.7 | 0 | 10 | .
Cc1[nH]n(-c2ccc([N+](=O)[O-])cc2)c(=O)c1C=NCCN1CCN(C(=O)c2ccc(F)cc2)CC1 | 0.2 | -9 | 2 | 2 | 3 | -1.0 | 6 | -2 | 10
COc1cccc(CNC(=O)CN2CCCN(Cc3ccccc3)S2(=O)=O)c1 | -1.5 | 0 | 4 | 2 | -3 | 0.6 | 0 | . | .

More structures follow.
Below each compound – TRHR agonist, D2 potentiator, TRHR PAM, D1 antag, D1 ag, D2 agonist, D1 PAM, RXFP1 antag, D2 antag
Cc1ccc(C(=O)N/C(=C/c2ccccc2F)C(=O)NCCCn2ccnc2)cc1
→ 0.6, -8, -1, 5, 1, -2.6, -3, -22, 10
CC(C)OCC(O)CSc1ccccn1 (stereo not drawn)
→ 0.0, 6, 0, 5, 2, 0.2, -6, 21, 0
CC(C)=CCSc1nnc([C@@H](NC(=O)OC(C)(C)C)C(C)C)o1
→ 0.2, -11, -1, 6, 0, 0.4, -6, -1, -6
Cc1cc(C)n(-c2nc(C)nc3sc4c(c23)CCC(C)C4)n1 (stereo not drawn)
→ 0.4, -9, -5, 6, 0, -0.6, 0, 7, 6
COc1cc2c(cc1OC)CN(C(=S)NC(=O)c1ccccc1)CC2
→ 0.3, 6, -15, -17, 15, -0.3, -2, 2, 4
O=C(/C=C/c1c(F)cccc1Cl)NCc1ccco1
→ -0.8, -9, -6, 0, 0, -1.0, 2, 4, 4
O=C(/C=C\c1ccco1)Oc1cccc2cccnc12
→ -0.5, -7, -24, 1, 0, 0.0, -10, -23, -1
COc1ccc(N2CC(O)=C(c3nc(-c4ccccc4)cs3)C2=N)cc1
→ -0.9, 5, 2, 2, 0, -0.2, -3, -23, -13
Cc1cc(O)c(N)c(C)c1Cl
→ -2.2, 18, 1, 4, 5, -1.6, -8, 3, 5
Cc1nc(N2CCN(S(=O)(=O)c3ccc(F)cc3)CC2)c2c(-c3cccs3)csc2n1
→ 0.8, -1, -14, 10, 4, -1.4, -2, -2, -5
CCOc1ccc(C(c2c(O)cc(C)n(CCOC)c2=O)N2CCN(c3ccc(F)cc3)CC2)cc1 (stereo not drawn)
→ 0.4, -3, 2, 8, 2, 0.3, -3, -1, .
CCSc1nc2c(c(=O)[nH]1)C(c1cccnc1)C(C(=O)OC)=C(C)N2 (stereo not drawn)
→ 0.5, 16, 12, 1, 3, -0.4, -3, -3, -11
O=C(Cn1ncc2c([nH]c3ccccc32)c1=O)Nc1cccnc1
→ 0.1, 0, -2, 10, 4, 0.7, -2, 4, -10
CCC(C)N1C(=S)SC(C)(C)C1N(O)C(=O)NC1CCCCC1 (stereo not drawn)
→ 0.5, 12, -6, 1, 0, 1.4, 2, -7, 21
CCOc1ccc(CN2CCSCC2)cc1
→ 1.3, 6, 7, 28, 2, -1.3, -1, -12, -9
C=CCNc1nnc(SCC(=O)N2CCC(C(N)=O)CC2)s1
→ -0.2, 1, 7, 4, 8, -1.3, 3, 10, 10
CC(C)c1cc(C(=O)OCC(=O)NC(=O)NCc2ccco2)c(O)c(C(C)C)c1
→ 0.0, -3, 0, 11, 4, 0.5, 0, -30, 9
CC(OC(=O)c1nsc(Cl)c1Cl)C(=O)NC1CCCCC1 (stereo not drawn)
→ -0.4, 11, 4, -12, -1, -0.3, -1, -9, 10
Cc1cccc(NC(=S)NC(=O)Cc2ccccc2)c1C
→ 11, 9, -5, 6, 65*, 7.5, -3, -17, 10
CC1CCN(c2ccccc2NC(=O)c2cc3ccccc3o2)CC1
→ 0.9, -7, -7, 49, 9, 0.0, -2, -4, -22
COC(=O)C1=C(C)NC2=C(C(=O)CCC2)C1c1ccc(-c2ccsc2C(=O)OC)o1 (stereo not drawn)
→ -0.6, 0, -2, 17, 18, -0.1, -2, -6, -3
CC(NC(=O)CN(C)S(=O)(=O)c1cccc2nsnc12)c1ccccc1 (stereo not drawn)
→ -0.6, 12, 1, 6, 3, 0.0, -8, 13, -1
Cc1oc(-c2ccc3c(c2)OCCO3)cc1C(=O)O
→ -0.4, 5, 9, 10, 3, 0.4, 0, -4, -14
CCN(CC)C(=O)c1ccc2c(c1)N(Cc1ccccc1)C(=O)CS2=O (stereo not drawn)
→ 0.4, 2, 33*, 13, -3, -0.7, 0, -3, 10
CCOc1ccc(CCNC(=O)c2cc(=O)[nH]c3ccc(S(=O)(=O)N4CCCCC4C)cc23)cc1OCC (stereo not drawn)
→ -0.6, -18, 3, -8, -5, ., 1, -7, .
COCCNC(=O)c1cccc(OC2CCN(Cc3ccccc3OC(F)F)CC2)c1
→ -0.3, -5, -3, -23, 1, 0.1, -6, 5, 2
CN(C(=O)COC(=O)c1nn(C)c(=O)c2ccccc12)c1c(N)n(Cc2ccccc2)c(=O)[nH]c1=O
→ 0.7, 6, -2, 3, 3, 0.4, 1, 0, -6
